ARNT TACC3 PPI: ARNT/TACC3 interaction disruption. Q9Y6A5. AlphaScreen His-ARNT PAS-B/GST-TACC3 binding, luminescence; TACC3 fragment carries E629A point mutation. inhibition, % at 9.99 µM. 390,000 compounds, 0.66% hits;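 active means mean inhibition of replicates at least 50% and at least half of replicates each reaching 50%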;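 further: 0% = complete ARNT plus TACC3 wells and 100% = ARNT alone without TACC3; many hits fall short of the cut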
Cneo AK release: causes C. neoformans cell lysis; adenylate kinase release luminescence, 4 h; normalised: neutral wells 0, clomiphene wells 100; lysis activity, % at 15 µM; 360,000 compounds, 0.2% hits; AID 651654;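 active means mean lysis activity across replicates of at least 80%, whatever share of replicates individually reach that level; inactive means mean lysis activity below 80%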
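Signal: Adenylate kinase release luminescence | Assay system: Log-phase Cryptococcus neoformans yeast cells | Input: Cells at 5 × 10^6 per mL | Buffer or medium: Fresh YPD growth medium | Compound: Single dose | Schedule: Static 4 h at 37 °C with compound, 1 h detection | Controls: Clomiphene | Read-out: Luminescence rise reflecting yeast cell lysis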
PGC1a acetyl inh: PGC1a acetylation modulation, inhibitor mode; 350,000 compounds, 0.17% hits; U2OS PGC1a acetylation, AlphaScreen anti-acetyl-lysine; with virally co-expressed GCN5 acetyltransferase; inhibition, % at 15.6 µM;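 active means every replicate shows inhibition of at least 40%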;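 further: 0% = neutral control wells and 100% = positive control wells; some results beyond the cut were filed as inactive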
Statin myotox sup: suppressors of simvastatin-induced myotoxicity in C2C12 myotubes | ATP luminescence, 48 h; scaled: DMSO 0, geranylgeraniol control 100 | AID 602340 | rescue of ATP level, % at 7.49 µM | 330,000 compounds, 0.78% hits;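 active means mean ATP rescue above about 67%, or every replicate alone reaching that limit, limit read from the data, passing the limit was not always enough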;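 further: myotubes were challenged with 10 µM simvastatin during compound exposure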
LGR2 inh: blocks bursicon-induced cAMP signaling via Drosophila LGR2; HEK293 LGR2, CRE-luciferase, bursicon-stimulated, 4 h; inhibition, % at 9.99 µM; 380,000 compounds, 0.35% hits; AID 720647;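 active means drop in luminescence signal, shown as inhibition above about 50% in the replicate tests, limit read from the data, passing the limit was not always enough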;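 further: agonist challenge used bursicon conditioned medium at about half maximal strength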
PglD inh: inhibitors of Campylobacter jejuni PglD acetyltransferase; purified PglD enzyme, DTNB colorimetric CoA detection; inhibition, % at 12.5 µM; 360,000 compounds, 0.098% hits; AID 602405; in the data active means inhibition above about 16%, passing the limit was not always enough; further: strong numbers were not always called active
PAX8 inh HTS: lowers PAX8-driven luciferase in RMG-I cells | RMG-I TPO-luciferase reporter, SteadyGlo, 24 h | inhibition, % at 12.6 µM | 360,000 compounds, 1.2% hits;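 active means mean replicate inhibition at least 60% with every replicate also reaching 60%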;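 further: luciferase light reporting Pax8 driven TPO promoter activity; plate controls were median of neutral control wells for no effect and mitoxantrone controls for full effect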
INS-1E GSIS act: GLuc luminescence reporter in INS-1E cells, primary screen for activators of glucose-dependent secretion of insulin. INS-1E GLuc reporter insulin secretion, 2-3 h. activation, % at 16.6 µM. 370,000 compounds, 0.61% hits;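 active means lowest replicate activation of at least 40%, so every replicate reaches that level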;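 further: 0% = median of neutral control wells and 100% = median of IBMX positive control wells; some compounds called inactive have numbers as strong as hits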
Numbers without * were called inactive; . = not tested or not shown.

SMILES	ARNT TACC3 PPI	Cneo AK release	PGC1a acetyl inh	Statin myotox sup	LGR2 inh	PglD inh	PAX8 inh HTS	INS-1E GSIS act
COc1cc(NC(=O)c2ccc(CNc3c(N4CCCC4)c(=O)c3=O)cc2)cc(OC)c1OC	2	1	-11	.	-10	-5	-36	5
O=c1[nH]c(O)c(N=Nc2ccc(Cl)c(S(=O)(=O)Nc3ccccc3Cl)c2)c(=O)[nH]1	4	-2	4	3	21	4	24	13
Cc1cc(C)c(/C=N/NC(=O)c2nnn(-c3nonc3N)c2CN2CCC(C)CC2)c(C)c1	-5	0	.	-6	30	-2	2	-6
Cc1cc2nc(C3CCN(Cc4nnnn4Cc4cccs4)CC3)[nH]c2cc1C	-3	5	-17	1	.	5	.	-26
C=CC[C@@H](CC(=O)NCCO)C(=O)N[C@@H](COC(=O)[C@@H](CC=C)CC(=O)OC(C)(C)C)Cc1ccccc1	5	0	.	-5	-19	0	-11	-4
C[C@H](CO)N1C[C@H](C)[C@H](CN(C)Cc2ccc(-c3ccccc3)cc2)Oc2c(NC(=O)Nc3ccccc3)cccc2C1=O	9	-4	-8	19	3	1	8	-17
COC(=O)Nc1ccc(S(=O)(=O)Nc2cc(OC)nc(OC)n2)cc1	2	1	.	-1	-10	-5	.	.
Cc1cc(C)cc(-n2ncc3c2CCCC3NC(=O)CCN2Cc3ccccc3C2=O)c1 (stereo not drawn)	0	0	-4	5	4	3	14	8
CC1CC(C)CN(C(=O)c2ccncc2)C1 (stereo not drawn)	-4	-6	-7	-6	.	-6	-2	.
Cn1c(=O)c2nc(NCc3ccccc3)sc2n(C)c1=O	3	1	-3	-2	-6	2	-2	1
Cc1ccc(C(=O)Sc2cccccc2=O)cc1	57*	-4	.	-21	1	1	43	-8
O=C(CCl)N1N=C(c2ccco2)CC1c1ccco1 (stereo not drawn)	-7	-1	-5	-3	1	1	23	6
COc1ccccc1CNC1CCN(Cc2ccccc2)CC1	21	3	-1	-43	-6	4	-43	-10
OC(COCc1ccc2c(c1)OCO2)CN1CCN(Cc2ccccc2)CC1 (stereo not drawn)	-9	4	1	-4	.	-3	.	.
CCOc1ccc2[nH]c3c(NCCN(C)C)ncnc3c2c1	13	2	-7	-10	-1	5	-8	10
CCCNC(=O)N1[C@H](CO)[C@H](c2ccc(C3=CCCC3)cc2)[C@H]1CNC(=O)CC	-4	0	7	13	-17	0	3	19
CCCCOC(=O)c1ccc(NC(=O)C(=O)NCc2ccncc2)cc1	-13	1	.	.	-4	0	.	14
Cc1nc2ccccc2nc1N1CCOCC1	0	2	.	-4	-6	-1	.	19
COc1ccc(NC(=O)CCNC(=O)Cn2cnc3sc4c(c3c2=O)CCCC4)c(OC)c1	-1	1	0	2	-6	-4	3	22
Cc1ccccc1C(=O)c1cn[nH]c1-c1ccccc1O	1	0	2	6	-10	-5	-86	.
COc1ccc(C(=O)N2CCN(C)C(C)C2)cc1OC1CCN(C(C)=O)CC1 (stereo not drawn)	-9	-3	.	8	-8	-7	-4	-1
C[C@@H]1CN([C@H](C)CO)C(=O)Cc2cc(NS(C)(=O)=O)ccc2O[C@@H]1CN(C)Cc1ccc(C(=O)O)cc1	36	1	1	-7	3	5	-8	10
c1ccc(CN2c3ccccc3-c3nc4ccccc4n3C2c2ccccn2)cc1 (stereo not drawn)	-11	1	-21	-18	.	-1	-146	.
COc1cccc(-n2c(SCC(=O)N3CCCCC3)nc3c([nH]c4ccccc43)c2=O)c1	-7	0	-6	-14	-5	2	22	.
Cc1ccc(S(=O)(=O)Nc2ccc3c(c2)C(=O)N([C@H](C)CO)C[C@@H](C)[C@H](CN(C)CC2CCCCC2)OCCCC[C@@H](C)O3)cc1	7	-8	-13	.	-10	1	34	-2

(list continues)
SMILES	ARNT TACC3 PPI	Cneo AK release	PGC1a acetyl inh	Statin myotox sup	LGR2 inh	PglD inh	PAX8 inh HTS	INS-1E GSIS act
Cc1noc(C)c1S(=O)(=O)Nc1ccc2c(c1)C(=O)N([C@H](C)CO)C[C@@H](C)[C@@H](CN(C)S(=O)(=O)c1ccc(Cl)cc1)OCCCC[C@H](C)O2	11	1	.	101*	-14	-2	70*	21
O=C([C@H]1[C@H](CO)[C@H]2Cn3c(ccc(/C=C/c4ccccc4)c3=O)[C@@H]1N2)N1CCCCC1	-7	42	-6	5	-13	-5	-10	6
CCCN(CC(=O)Nc1ccccc1C)C(=O)c1ccc(N2CCCC2)c([N+](=O)[O-])c1	4	-1	3	12	-3	-3	3	-7
COc1cccc(-c2nc(CS(=O)(=O)CC(=O)N3CCOCC3)c(C)o2)c1	-6	1	.	17	10	-6	0	6
O=C(Nc1ccc(Cl)cc1)Nc1ccccc1CC[N+](=O)[O-]	3	0	-7	104*	-15	-8	26	5
O=C(Nc1ccc(-c2nc3ccccc3o2)cc1)c1ccc(N2CCOCC2)c([N+](=O)[O-])c1	7	.	6	.	13	.	.	2
COc1cc(SC)ccc1C(=O)N1CCN(S(=O)(=O)/C=C/c2ccccc2)CC1	14	-1	-13	-10	12	-6	5	-9
COc1ccc(NC(=O)N(C)C[C@@H]2OCCCC[C@H](C)Oc3ccc(NS(=O)(=O)c4cccs4)cc3C(=O)N([C@H](C)CO)C[C@@H]2C)cc1	.	1	11	.	-8	-4	.	-1
Clc1ccc(N=c2ssnc2Cl)cc1	6	-3	-1	-1	.	5	3	-31
O=C(/C=C/Nc1ccc(Br)cc1F)c1ccco1	-3	-8	4	6	89*	-2	-89	13
Cc1nc(CSc2ccccc2)cc(=O)[nH]1	10	0	-11	-5	-2	4	-10	-1
Cc1ccc(C)c(NS(=O)(=O)c2ccc3oc(=O)ccc3c2)c1	-3	-5	30	0	9	-4	6	-17
O=C(CSc1n[nH]c(=O)n1-c1cccnc1)Nc1ccccc1Cl	15	-1	-6	-4	4	3	2	1
CC(=O)Nc1ccc(S(=O)(=O)N/N=C/c2cccnc2)cc1	-8	-1	0	-1	-1	-4	10	9
CCOc1cc(C2NC(=O)CCC2[N+](=O)[O-])cc(Br)c1OC (stereo not drawn)	-6	3	-4	4	6	-1	17	-7
O=C(COc1ccc(S(=O)(=O)Nc2ccccc2)cc1)N1CCOCC1	2	13	7	-4	.	-1	.	.
CC(C)NC(=O)c1noc2cc([N+](=O)[O-])ccc12	1	1	0	-1	.	1	-34	.
Cc1c(/C=N/NC(=O)c2cc(C(C)(C)C)[nH]n2)c2ccccc2n1C	3	1	-2	-16	8	3	15	-7
CC(=O)c1ccc(NC(=S)N2CCN(CCO)CC2)cc1	-3	1	-3	-3	6	1	18	1
COc1ccc(CCNC(=O)CSC2=Nc3ccccc3C3=NC(C(C)C)C(=O)N23)cc1OC (stereo not drawn)	-2	-1	-7	-6	.	-2	.	.
CN(C)C(=O)CCc1ccc2c3c([nH]c2c1)[C@]1(CCc2ccccc2)[C@@H](C(=O)N2CCCCC2)C[C@H](CC(=O)NCCC2=CCCCC2)C(=O)N1CC3	-1	0	.	-5	6	1	-7	8
O=C(c1cc(F)ccc1F)C1CCCN(Cc2cccn2-c2ccccn2)C1 (stereo not drawn)	0	2	-14	.	11	-4	8	10
Cc1ccc(C)c(SCC(=O)Nc2cccc(S(=O)(=O)N3CCOCC3)c2)c1	-12	-2	.	1	18	0	16	-25
Cc1ccccc1CS(=O)(=O)CC1(O)CCN(C(=O)c2cccc(C(F)(F)F)c2)CC1	-8	1	.	7	.	-6	.	.
O=C(NC(Cc1c[nH]c2ccccc12)C(=O)NCc1ccc(F)cc1)OCc1ccccc1 (stereo not drawn)	-2	-1	-8	9	-28	0	17	-23

Results in PAX8 inh HTS, ARNT TACC3 PPI and PGC1a acetyl inh (2 entries from above):
Structure | PAX8 inh HTS | ARNT TACC3 PPI | PGC1a acetyl inh
CC1CC(C)CN(C(=O)c2ccncc2)C1 (stereo not drawn) | -2 | -4 | -7
O=C(NC(Cc1c[nH]c2ccccc12)C(=O)NCc1ccc(F)cc1)OCc1ccccc1 (stereo not drawn) | 17 | -2 | -8

The listing picks up; the 4 compounds before the break are reprinted first.
SMILES	ARNT TACC3 PPI	Cneo AK release	PGC1a acetyl inh	Statin myotox sup	LGR2 inh	PglD inh	PAX8 inh HTS	INS-1E GSIS act
O=C(c1cc(F)ccc1F)C1CCCN(Cc2cccn2-c2ccccn2)C1 (stereo not drawn)	0	2	-14	.	11	-4	8	10
Cc1ccc(C)c(SCC(=O)Nc2cccc(S(=O)(=O)N3CCOCC3)c2)c1	-12	-2	.	1	18	0	16	-25
Cc1ccccc1CS(=O)(=O)CC1(O)CCN(C(=O)c2cccc(C(F)(F)F)c2)CC1	-8	1	.	7	.	-6	.	.
O=C(NC(Cc1c[nH]c2ccccc12)C(=O)NCc1ccc(F)cc1)OCc1ccccc1 (stereo not drawn)	-2	-1	-8	9	-28	0	17	-23
COc1ccc(C(=O)NNC(=O)CCCCC(=O)NNC(=O)c2ccc(OC)cc2)cc1	6	.	.	.	-1	.	-11	9
CC(C)C#Cc1ccc([C@H]2[C@H](C#N)N(C(=O)C3CCC3)[C@H]2CO)cc1	15	1	-16	24	-2	-3	-2	5
COCCn1c(SCC(=O)Nc2cc(C)nn2-c2ccccc2)nnc1-c1ccncc1	-15	.	-1	3	.	.	7	.
C=CCn1c(SCc2ccc(Cl)cc2)nc2cc(C(=O)N3CCC(C(N)=O)CC3)ccc2c1=O	-3	1	-12	.	-5	4	12	3
Cc1ccc2c(C)c(C(=O)N3CCN(Cc4ccccn4)CC3)oc2c1C	7	82*	.	.	-15	-1	6	13
Cc1[nH]ccc(=O)c1OCC(=O)O	-3	.	.	.	7	.	8	6
COC(=O)Cn1nnc(-c2cccc(OC)c2)n1	-1	-7	.	-2	-3	-6	.	10
CC(C)N(C(=S)Nc1cc(S(=O)(=O)N2CCOCC2)ccc1Cl)c1ccccc1	-10	-3	-3	1	-4	-6	-13	10
CC(C)CN(C(=O)COC(=O)C12CC3CC(CC(Cl)(C3)C1)C2)c1c(N)n(Cc2ccccc2)c(=O)[nH]c1=O	-5	0	-3	12	6	-3	3	3
COC(=O)NNC(=O)C12CC3CC(CC(C3)C1)C2	.	-2	7	-1	-7	-2	4	14
C[C@H](CO)N1C[C@H](C)[C@@H](CN(C)Cc2cccc(C(=O)O)c2)Oc2cc(C#CCC3CCCC3)ccc2S1(=O)=O	20	1	-6	-8	.	-1	7	.
Cc1cccc(NS(=O)(=O)c2cccc(C(=O)N3CCN(S(=O)(=O)c4ccccc4)CC3)c2)c1	3	.	.	25	-15	.	20	-18
COc1ccccc1N1CCN(CCS(=O)(=O)c2cc(Cl)ccc2Cl)CC1	.	0	.	0	-7	0	-8	-17
O=C(C[C@@H]1CC[C@@H](NC(=O)C2CCOCC2)[C@@H](CO)O1)Nc1nccs1	-1	-4	4	6	-9	2	-2	8
C/C=C/c1ccc2c(c1)O[C@H](CN(C)C(=O)Cc1ccccn1)[C@@H](C)CN([C@@H](C)CO)S2(=O)=O	-4	-6	10	.	-4	2	.	8
C[C@H]1CN([C@@H](C)CO)C(=O)c2cccc(NC(=O)C3CC3)c2O[C@@H]1CN(C)Cc1ccc(Cl)c(Cl)c1	-7	-9	1	14	9	2	.	-17
CC(=O)c1c(C)nc(-c2ccc(Cl)cc2Cl)n1O	1	-3	-1	-10	21	-1	.	11
CCS(=O)(=O)Nc1ccc2c(c1)C(=O)N(C)C[C@H](OC)[C@H](C)CN(C(C)=O)[C@@H](C)CO2	-13	-1	-3	10	14	-1	.	11
COc1ccc(C(=O)Nc2cc3c(cc2C#N)OCO3)cc1S(=O)(=O)NCc1ccco1	7	-6	-18	4	.	.	13	.
Cc1cccc(N(C)c2cc(C)nc3nc(C)nn23)c1	.	2	-1	5	15	-3	-8	-8
